Screens (PubChem BioAssay)
TRPC6 inh – mouse TRPC6 channel inhibitors, primary screen, cell-based, HEK293, membrane potential dye. hit rate 1.1% among 310,000. B-score at 10 µM. Short transient receptor potential channel 6 (Mus musculus), Q61143. ACh-evoked depolarization; stronger effect = lower value;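 active means B-score under library mean minus 3 SD, initial fluorescence not abnormally high, positive integrated signal ratio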;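 further: B-score derived from integrated fluorescence ratio over the kinetic read; more negative B-score means stronger inhibition of depolarization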
Target sequence (Q61143 whole entry, looked up): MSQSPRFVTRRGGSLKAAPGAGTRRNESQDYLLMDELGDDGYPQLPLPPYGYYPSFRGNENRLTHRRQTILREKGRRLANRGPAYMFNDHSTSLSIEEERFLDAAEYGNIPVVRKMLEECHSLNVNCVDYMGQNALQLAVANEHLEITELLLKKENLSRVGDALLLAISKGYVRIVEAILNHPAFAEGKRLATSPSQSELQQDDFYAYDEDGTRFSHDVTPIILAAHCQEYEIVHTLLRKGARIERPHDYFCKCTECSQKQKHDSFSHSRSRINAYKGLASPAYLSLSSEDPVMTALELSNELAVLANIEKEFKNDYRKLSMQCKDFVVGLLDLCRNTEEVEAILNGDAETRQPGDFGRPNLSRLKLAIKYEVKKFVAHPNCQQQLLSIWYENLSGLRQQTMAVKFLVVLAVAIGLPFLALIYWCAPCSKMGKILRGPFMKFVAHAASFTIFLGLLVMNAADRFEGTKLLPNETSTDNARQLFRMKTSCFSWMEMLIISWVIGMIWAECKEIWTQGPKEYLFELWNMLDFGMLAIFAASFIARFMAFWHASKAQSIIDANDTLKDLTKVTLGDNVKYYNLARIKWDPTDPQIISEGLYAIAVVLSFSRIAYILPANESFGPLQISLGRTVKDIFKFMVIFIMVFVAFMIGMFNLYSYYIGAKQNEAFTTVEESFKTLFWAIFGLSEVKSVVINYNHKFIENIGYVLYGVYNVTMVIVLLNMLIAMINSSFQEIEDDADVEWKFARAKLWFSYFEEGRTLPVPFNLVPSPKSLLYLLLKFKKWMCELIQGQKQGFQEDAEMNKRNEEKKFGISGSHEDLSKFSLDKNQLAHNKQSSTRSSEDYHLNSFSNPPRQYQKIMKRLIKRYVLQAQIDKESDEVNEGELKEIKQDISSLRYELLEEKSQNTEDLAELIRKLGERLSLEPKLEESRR
TMEM16A inh – TMEM16A chloride channel inhibitors, primary screen, cell-based, HTS; Anoctamin-1 (Mus musculus), Q8BHY3; HEK293 TMEM16A/YFP iodide influx fluorescence, ionomycin; normalized B-score (activity score, 25-100; higher = stronger inhibition) at 10 µM; hit rate 1.2% among 310,000;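 active means ratio plate-corrected score three or more library SD toward inhibition, starting fluorescence score within five deviations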;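 further: score derived from kinetic fluorescence span divided by baseline fluorescence per well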
ANO1 activ – TMEM16A chloride channel activators or potentiators, primary screen, cell-based, HTS; Anoctamin-1 (Mus musculus), Q8BHY3; HEK293 TMEM16A/YFP-H148Q/I152L, iodide quench fluorescence; stronger effect = lower value; B-score at 10 µM; hit rate 0.3% among 340,000; AID 623877, 2012;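 active means fluorescence-ratio B-score plate-corrected deviation score at least 3 library SD below zero, with starting fluorescence score within 5 deviations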;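 further: channel opened by trigger with iodide after compound preincubation; score built on the fluorescence ratio of max minus min over baseline; more negative score means more quench and so TMEM16A activation or potentiation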
RGS4 block – RGS4 inhibitors, primary screen, cell-based, HEK293 M3R inducible RGS4, calcium flux | Fluo-4 calcium flux; stronger effect = higher value; triggered by carbachol at its EC20 | B-score at 10 µM | hit rate 0.45% among 310,000 | AID 463165, 2010;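 active means B-score, a plate-corrected calcium signal, over three deviations above library mean, with baseline fluorescence within five deviations of library mean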;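 further: RGS4 expression induced by doxycycline in cells with stable M3 receptor; B-score is computed from the integrated fluorescence ratio over baseline after carbachol; higher B-score means a larger calcium signal and so more RGS4 inhibition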
Target sequence (P49798 whole entry, looked up): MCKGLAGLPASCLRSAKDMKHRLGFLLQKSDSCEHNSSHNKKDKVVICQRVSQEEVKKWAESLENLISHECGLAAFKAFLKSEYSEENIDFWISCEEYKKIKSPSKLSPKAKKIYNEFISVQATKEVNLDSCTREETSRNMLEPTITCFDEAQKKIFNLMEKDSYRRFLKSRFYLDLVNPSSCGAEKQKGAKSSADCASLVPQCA
MrgX1 PAM – positive allosteric modulators of MrgX1, primary screen, HEK293 cells, Fluo-4 calcium flux; FDSS; stronger effect = higher value; hit rate 0.63% among 310,000; B-score at 10 µM; AID 588675, 2011; Mas-related G-protein coupled receptor member X1 (Homo sapiens), Q96LB2;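 active means plate-corrected calcium response at least 3 library SD above typical, normal starting fluorescence, not activating the receptor alone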;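 further: compound read alongside a low EC10 to EC30 dose of BAM8-22 agonist; peak minus trough fluorescence over baseline measured at the second addition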
RGS4 pot – RGS4 potentiators or activators, primary screen, cell-based, HEK293 M3R inducible RGS4, calcium flux; hit rate 0.92% among 310,000; B-score at 10 µM; AID 463111, 2010; carbachol calcium flux Fluo4; stronger effect = lower value;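 active means B-score of the integrated calcium signal more than 4 SD below the library mean, with starting fluorescence not abnormally high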;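 further: negative B-score means reduced calcium response which marks RGS4 activation or potentiation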
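test system = HEK293 cells with stable M3R and inducible RGS4 | schedule = recording 10 s baseline at 1 Hz, 100 s post-agonist | technique = Fluo4-AM (2 µM) calcium-flux fluorescence, kinetic read | measure = Agonist-evoked peak-minus-minimum fluorescence over baseline, integrated ratio, B score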
TRPC6 activator – mouse TRPC6 channel activators, primary screen, cell-based, HEK293, membrane potential dye; B-score at 10 µM; hit rate 0.13% among 310,000; Short transient receptor potential channel 6 (Mus musculus), Q61143; HEK293-TRPC6 membrane potential dye fluorescence; stronger effect = higher value;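 active means B-score of the integrated fluorescence ratio above library mean plus 3 SD, and starting fluorescence ratio within library mean plus 5 SD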;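 further: higher score means more depolarization so channel activation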
MrgX1 antagonist – antagonists of human MrgX1 receptor, primary screen, HEK293 cells, Fluo-4 calcium flux. Mas-related G-protein coupled receptor member X1 (Homo sapiens), Q96LB2. BAM8-22 antagonism; stronger effect = lower value. B-score at 10 µM. hit rate 1.3% among 310,000. AID 588676, 2011;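 active means calcium-response B-score plate-corrected more than 3 library SD below zero, starting fluorescence within 5 deviations, no agonist response on first addition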;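 further: peak minus trough fluorescence over baseline after final BAM8-22 challenge near maximal dose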
HDAC3 inhib – HDAC3 deacetylase inhibitors, primary screen, biochemical, fluorescence, cell-free homogeneous; Histone deacetylase 3 (Homo sapiens), O15379; recombinant HDAC3, fluorogenic peptide/trypsin coupled; inhibition, % at 8.3 µM; hit rate 0.15% among 320,000; AID 2718, 2010; in the data active means inhibition above about 26%, passing the limit was not always enough; inconclusive means no clear call, values can overlap the other calls
MrgX1 agonist – agonists of human MrgX1 receptor, primary screen, HEK293 cells, Fluo-4 calcium flux | Fluo-4 calcium fluorescence, agonist mode; stronger effect = higher value | Mas-related G-protein coupled receptor member X1 (Homo sapiens), Q96LB2 | B-score at 10 µM | AID 588627, 2011 | hit rate 0.44% among 310,000;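 active means calcium response B-score plate-corrected fluorescence ratio at least 3 library SD, with starting fluorescence B-score inside 5 SD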
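Test system: HEK293 cells stably expressing human MrgX1 receptor; Input: fifteen thousand cells per well; Dosing: compound delivered in addition one of three; Schedule: overnight seeding, then 1 h dark dye loading; Technique: Fluo-4 NW calcium fluorescence; Measure: B-scored fluorescence response ratio; Controls: positive and negative controls per plate.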
SKKanGAS inh – S. pyogenes SKKanGAS growth inhibitors in kanamycin, primary screen, streptokinase expression inhibitor project, SKKanGAS strain, BacTiter-Glo luminescence; 6 h; inhibition, % at 7.5 µM; hit rate 1.3% among 300,000; AID 1662, 2009;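 active means mean replicate score, as percent of positive control median, at least 50; inconclusive means mean below 50 but one replicate at or above 50; inactive means mean and every replicate below 50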;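 further: strain carries kanamycin resistance gene driven by streptokinase promoter and grows in 40 µg/ml kanamycin; loss of luminescence reflects streptokinase promoter inhibition or plain growth inhibition; 0% = median of DMSO wells and 100% = positive control at its reference dose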
An asterisk follows results filed as active; i = inactive; ? = inconclusive; . = not tested or not shown.

SMILES | TRPC6 inh | TMEM16A inh | ANO1 activ | RGS4 block | MrgX1 PAM | RGS4 pot | TRPC6 activator | MrgX1 antagonist | HDAC3 inhib | MrgX1 agonist | SKKanGAS inh
CCN1C(=O)/C(=C\C=C2/C=CC=CN2CC)SC1=S | i | i | i | i | i | i | i | i | 2 | i | 22
Cn1nc(C(=O)N2CCN(c3ccc(F)cc3)CC2)c2c1-c1ccccc1S(=O)(=O)C2 | i | i | i | i | i | i | i | i | 8 | i | -3
CCOc1ccccc1NC(=O)c1ccccc1NC(=O)c1ccco1 | i | i | i | i | i | i | i | i | 7 | i | 0
COc1ccc(F)cc1S(=O)(=O)n1nnc2ccccc21 | i | i | i | i | i | i | i | i | -2 | i | -6
Cc1ccc(NC(=O)C2CCCN2C(=O)NC2CCCCC2)c(C)c1 (stereo not drawn) | i | i | i | i | i | i | i | i | 2 | i | 3
COc1ccccc1C(=O)NCCC(=O)Nc1cccnc1 | i | i | i | i | i | i | i | i | . | i | -7
COc1ccc(NS(=O)(=O)c2cccc(C(=O)NNC(=O)CNC(=O)c3ccc(C)cc3)c2)cc1 | i | i | i | i | i | i | i | i | 3 | i | 1
CCOC(=O)N1CCC(NC(=O)CCC(=O)N2CC(C)Oc3ccc(C)cc32)CC1 (stereo not drawn) | i | i | i | i | i | i | i | i | 1 | i | 6
Cc1ccc(Oc2ccc(OCC(=O)OC3CCS(=O)(=O)C3)cc2)cc1 (stereo not drawn) | i | i | . | i | i | i | i | i | -1 | i | -1
CCOc1cc(/C=C(\C#N)C(N)=O)ccc1OCc1c(C)no[n+]1[O-] | i | i | i | i | i | i | i | i | 3 | i | -11
Cc1cccc(N2CCN(C(=O)C3CCC(CNS(=O)(=O)c4cccs4)CC3)CC2)c1C (stereo not drawn) | i | i | i | i | i | i | i | i | 6 | i | 30
C[C@@H](NC(=O)c1nc[nH]c1C(=O)N[C@@H](Cc1ccccc1)C(=O)OCc1ccccc1)c1ccccc1 | i | i | i | i | i | i | i | i | -4 | i | 9
Cc1ccc2c(nc3s/c(=C\c4ccc(-c5ccccc5C(=O)O)o4)c(=O)n32)c1C | i | i | i | i | i | i | 78* | i | 1 | i | 26
O=C(NC1CCN(Cc2ccccc2)CC1)c1ccccc1Cl | i | i | i | i | i | i | i | i | 2 | i | -1
COc1ccccc1C(=O)NC(=O)COC(=O)Cn1[nH]c(=O)c2ccccc2c1=O | i | i | i | i | i | i | i | -4.5* | 11 | i | 5
CC(C)c1cc(N2CCN(C(=O)c3ccco3)CC2)n2c(nc3ccccc32)c1C#N | i | i | i | i | i | i | i | i | 1 | i | 22
CC(=O)N1c2ccc(S(=O)(=O)N3CCC(C(=O)Nc4ccc(F)cc4)CC3)cc2CC1C (stereo not drawn) | i | i | i | i | i | i | i | i | 2 | i | 4
CCN(CC)C(=O)c1csc(Nc2cccc3ccccc23)n1 | i | i | i | i | i | i | i | i | -1 | i | -3
CC(=O)Nc1cccc(NC(=O)c2ccc3[nH]c(C)c(C)c3c2)c1 | i | i | i | i | i | i | i | i | 5 | i | -7
COc1cc(C(=O)Nc2nc3ccccc3[nH]2)ccc1OC(F)F | i | i | i | i | i | i | i | i | -3 | i | 44
COc1ccc(-n2ncc3c2CC(C)(C)CC3NC(=O)CCn2nc(C)cc2C)cc1 (stereo not drawn) | i | i | i | i | i | i | i | i | 2 | i | -9
COc1ccccc1N1CCN(C(=O)C2CCN(S(=O)(=O)c3ccc(F)cc3)CC2)CC1 | i | i | i | i | i | i | i | i | 3 | i | 7
Nc1cc(Oc2ccc(F)cc2F)cc([N+](=O)[O-])c1 | i | i | i | i | i | i | i | i | -4 | i | -1
Cc1ccc(NC(=O)[C@@H]2CCCN2S(=O)(=O)c2ccccc2C(F)(F)F)cc1S(=O)(=O)N1CCOCC1 | i | i | i | i | i | i | i | i | -1 | i | -9
CN1C(C(=O)NCCc2cccs2)CC2Cn3c(nc4cc(Cl)c(Cl)cc43)C21 (stereo not drawn) | i | i | i | i | i | i | i | i | 4 | i | 13
CCC(C(=O)Nc1ccccc1-c1ccccc1)c1ccccc1 (stereo not drawn) | i | i | i | i | i | i | i | i | 5 | i | 6
CNS(=O)(=O)c1ccc(Oc2ccc(S(=O)(=O)NC)cc2)cc1 | i | i | i | i | i | i | i | i | -1 | i | .
O=C1/C(=C\c2ccc(Br)o2)Cc2ccccc21 | i | i | i | i | i | i | i | i | ? | i | -3
Cc1cc(C)n2c(SCC(=O)N3CCN(S(=O)(=O)c4ccc(Cl)cc4)CC3)nnc2n1 | i | i | i | i | i | i | i | i | 0 | i | -3
Cc1cc(C)cc(Cn2ncc(Cl)c(Cl)c2=O)c1 | i | i | . | i | i | i | i | i | 2 | i | 5
CC1CCCCN1CCNC(=O)C1CCN(S(=O)(=O)N2CCCCC2)CC1 (stereo not drawn) | i | i | i | i | i | i | i | i | 2 | i | -3
CC(/C=C/c1ccccc1)=N/NC(=O)CNC(=O)c1ccc2c(c1)OCO2 | i | i | i | i | i | i | i | i | 1 | i | -5
Cc1nn(Cc2cccc(C(=O)NCC(C)C)c2)c(C)c1Br | i | i | i | i | i | i | i | i | 2 | i | -2
Cc1cc(=O)[nH]c(N)n1 | i | i | i | i | i | i | i | i | -2 | i | 0
CN1CC(=O)NC1=NC(=O)C12CC3CC(CC(C3)C1)C2 | i | i | i | i | i | i | i | i | -3 | i | 28
Cc1cccc(NC(=O)c2ccc(S(=O)(=O)N3CCCCC3)cc2)c1 | i | i | i | i | i | i | i | i | -3 | i | 5
COC(=O)c1cc2c(C)nn(C)c2s1 | i | i | i | i | i | i | i | i | -7 | i | -9
CCCCN(C(=O)c1oc2ccc(OCC)cc2c1C)c1c(N)n(CCCC)c(=O)[nH]c1=O | i | i | i | i | i | i | i | i | 2 | i | 2
CCCNS(=O)(=O)c1ccc(OCC(=O)NCC2CCCO2)cc1 (stereo not drawn) | i | i | i | i | i | i | i | i | 0 | i | -1
COc1ccccc1/C=C/C(=O)NCC(=O)N/N=C/c1ccc2c(c1)OCO2 | i | i | i | i | i | i | i | i | 9 | i | 7
CCCN1C(=O)/C(=N\OCC(=O)Nc2ccc(C(C)C)cc2)c2ccccc21 | i | i | i | i | i | i | i | i | 8 | i | -6
COc1ccc(CC(NC(C)=O)C(=O)NC2CCN(S(=O)(=O)c3ccc(NC(C)=O)cc3)CC2)cc1 (stereo not drawn) | i | i | i | i | i | i | i | i | -2 | i | -2
Cc1ccc(C(=O)NNC(=O)CNc2cccc(Cl)c2)cc1 | i | i | i | i | i | i | i | i | -1 | i | -3
O=C(O)[C@H](Cc1ccccc1)NC(=O)N1CCN(c2ccccc2)CC1 | i | i | i | i | i | i | i | i | 3 | i | -6
CN1CCc2nc3ccc(Cl)cc3c(-c3ccccc3Cl)c2C1 | i | i | i | i | i | -8.6* | i | i | 0 | i | -3
Cc1cc(C)n2nc(SCc3nnc(-c4cccs4)o3)nc2n1 | i | i | i | i | i | i | i | i | 2 | i | 0
COc1cc(C)c(Cl)cc1S(=O)(=O)n1ccnc1C | i | i | i | i | i | i | i | i | -1 | i | -14
O=C(NC1CCN(C(=O)Nc2ccc(F)cc2)CC1)c1ccccc1F | i | i | i | i | i | i | i | i | 0 | i | 1
CC(=O)Oc1ccc(-c2cccc(C(=O)O)c2)cc1 | i | i | i | i | i | i | i | i | -4 | i | 18
Cc1noc(C)c1Cn1nc(C(=O)O)c2ccccc2c1=O | i | i | i | i | i | i | i | i | 0 | i | 6
Cc1sc2ncnc(NCCCn3ccnc3)c2c1C | i | i | i | i | i | i | i | i | -4 | i | 2
COC(=O)C(C)NS(=O)(=O)c1ccc(NC(C)=O)cc1 (stereo not drawn) | i | i | i | i | i | i | i | i | -3 | i | -4
O=c1c(-c2ccco2)[n+]([O-])c2ccccc2n1OCc1ccccc1 | i | i | i | i | i | i | i | i | 2 | i | -6
CCN(CC)C(=O)CSc1nc2ccccc2c(=O)[nH]1 | i | i | i | i | i | i | i | i | 11 | i | -4
CCCCc1ccc(NC(=O)Nc2cnccn2)cc1 | i | i | i | i | i | i | i | i | -1 | i | 35
COc1ccc(OC)c(Nc2nc3nonc3nc2N2CCCC(C)C2)c1 (stereo not drawn) | i | i | i | i | i | i | i | -5.5* | . | i | 7
CC(=O)c1c(C)[nH]c(C(=O)N2CC(C)CC(C)C2)c1C (stereo not drawn) | i | i | i | i | i | i | i | i | 1 | i | -2
Cc1cccc2c1OCC/C2=N\NC(=O)COc1ccccc1Cl | i | i | i | i | i | i | i | i | 3 | i | -5
O=c1[nH][nH]c(C(F)(F)F)c1C=NCc1cccs1 | i | i | i | i | i | i | i | i | -1 | i | -6
CN(C)c1ccc(NS(=O)(=O)c2cc(Cl)ccc2Cl)cc1 | i | i | i | i | i | i | i | i | -2 | i | 1
(next part)
SMILES | TRPC6 inh | TMEM16A inh | ANO1 activ | RGS4 block | MrgX1 PAM | RGS4 pot | TRPC6 activator | MrgX1 antagonist | HDAC3 inhib | MrgX1 agonist | SKKanGAS inh
O=C1CCC/C(=N\NC(=O)c2ccc(NS(=O)(=O)c3ccc(Br)cc3)cc2)C1 | i | i | i | i | i | i | i | i | 7 | i | 1
COc1ccc(CNc2oc(COc3ccc(Cl)cc3)nc2C#N)cc1 | i | i | i | i | i | i | i | i | 11 | i | 10
COc1ccc(OC)c(NC(=O)CS(=O)(=O)c2ccccc2)c1 | i | i | i | i | i | i | i | i | -3 | i | 4
Oc1ccc(C=NCC2COc3ccccc3O2)cc1 (stereo not drawn) | i | i | i | i | i | i | i | i | 1 | i | 1
